# Ec RNAP inh: E. coli RNAP inhibitors, biochemical; E. coli RNA polymerase, fluorescence transcription assay; inhibition, %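 (tested at 10 µM)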; 62,000 compounds, 0.2% hits; AID 559, 2006; in the data active = inhibition above about 20%;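 note: 0% = enzyme without compound and 100% = no enzyme blank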
# M1 antag: antagonists of rat M1 muscarinic receptor; CHO-M1 cells, Fluo-4 calcium, ACh EC80 antagonist mode; stronger effect = lower value; 64,000 compounds, 3.4% hits; B-score at 10 µM;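 active = calcium fluorescence response, raw or row-and-column corrected B-score, differing from the plate sample mean either way at a set confidence level, mostly lower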
# M1 agonist: M1 muscarinic receptor agonists, primary screen, CHO-M1 cells, Fluo-4 calcium, agonist mode | Fluo-4 calcium fluorescence; stronger effect = higher value | B-score at 10 µM | Muscarinic acetylcholine receptor M1 | 64,000 compounds, 3% hits;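 active = fluorescence rise, raw or as B-score row- and column-corrected plate score, outside the 99.7% band of its plate's samples, either direction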
# Jurkat tox 60K: cytotoxicity toward Jurkat T cells, primary screen, cytotoxicity control, cell-based, Jurkat E6.1, 60K MLSMR library; inhibition, % at 4 µM; 56,000 compounds, 1.2% hits; Jurkat E6.1 viability, ATP luminescence, 48 h;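 active = inhibition above the mean inhibition of all tested compounds plus 3 SD, cut at about 28% in these data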
# D1 mod: D1 CRE-luciferase signal change, two-sided – cell-based, HEK293 D1, dopamine EC30, D1 allosteric modulator project, primary screen | 58,000 compounds, 5.9% hits | B-score at 10 µM | dopamine EC30 potentiation; actives deviate in either direction | D(1A) dopamine receptor (Homo sapiens), P21728;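 active = luminescence count or its row- and column-corrected plate score outside the 99.7% band of the plate's sample wells, on either side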
# Target sequence (P21728 whole entry, looked up): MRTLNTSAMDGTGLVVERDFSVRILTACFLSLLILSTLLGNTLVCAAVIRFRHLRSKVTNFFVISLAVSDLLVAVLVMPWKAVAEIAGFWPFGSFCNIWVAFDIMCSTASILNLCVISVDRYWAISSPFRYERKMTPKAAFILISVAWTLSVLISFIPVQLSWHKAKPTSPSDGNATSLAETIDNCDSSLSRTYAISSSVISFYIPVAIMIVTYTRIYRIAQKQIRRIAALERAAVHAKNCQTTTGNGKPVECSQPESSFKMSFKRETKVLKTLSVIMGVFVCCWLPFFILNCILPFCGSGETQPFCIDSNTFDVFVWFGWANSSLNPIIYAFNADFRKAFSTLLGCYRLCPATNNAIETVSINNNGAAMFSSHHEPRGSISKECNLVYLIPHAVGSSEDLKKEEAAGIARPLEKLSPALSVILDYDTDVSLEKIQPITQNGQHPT
# HEK293 NFkB inh: inhibitors of PMA/ionomycin-induced NF-kB reporter, primary screen, antigen receptor NF-kB inhibitor project, cell-based, HEK-293 luciferase reporter, luminescence; HEK-293 NF-kB luciferase reporter; inhibition, % at 3 µM; 62,000 compounds, 0.21% hits;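 active = inhibition above the mean of all tested compounds plus 3 SD, cut at about 40% in these data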;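 note: 0% = stimulated DMSO wells and 100% = 10 µM reference inhibitor 5653914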
#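 System: NF-kB luciferase reporter HEK-293 cells | Replication: Single test | Control set: DMSO vs reference inhibitor | Evaluation: % inhibition | Schedule: 1 h pretreatment, 16 h stimulation, 37 °C | Probe or stimulus: PMA with ionomycin | Compound dosing: One dose, 3 µM | Detection: Luciferase luminescence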
# S1P3 agonist: human S1P3 receptor agonists, primary screen, cell-based, primary and confirmation, NFAT-BLA reporter; Sphingosine 1-phosphate receptor 3 (Homo sapiens), Q99500; S1P3 NFAT-BLA reporter cells, agonism, FRET ratio; relative to 1 µM S1P, basal subtracted; activation, % at 4.5 µM; 60,000 compounds, 0.1% hits;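 active = activation above the screen-wide mean plus 3 SD, cut at about 4.5% in these data, passing the limit was not always enough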; note: some compounds called inactive have numbers as strong as hits
#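 Benchmarks: high control 1 µM S1P / System: stable CHO line with human S1P3, Gα16, NFAT-BLA reporter / Dosing: single compound concentration, 4.5 µM final / Timing: 4 h compound at 37 °C, 2 h substrate at RT / Measured by: FRET β-lactamase substrate fluorescence, excitation 405 nm, 460/535 nm emission ratio, background-subtracted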
# S1P1 ag-PAM: S1P1 agonists and agonism potentiators, primary screen, cell-based, primary and confirmation screens, CRE-bla reporter. Sphingosine 1-phosphate receptor 1 (Homo sapiens), P21453. S1P1 CRE-bla cells, forskolin, beta-lactamase FRET, potentiator mode; S1P1 agonist co-added at EC20, 2 nM; 100% = saturating reference agonist, 0% = basal. activation, % at 9.5 µM. 56,000 compounds, 0.57% hits;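 active = activation above a cutoff set at the mean activation of all tested compounds plus 3 SD, cut at about 54% in these data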;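 note: forskolin at 4 µM as EC80 and the EC20 agonist is SEW2871; 100% = SEW2871 at its EC100 plus forskolin at EC80; some compounds past the cut are filed as inactive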
# Target sequence (P21453 whole entry, looked up): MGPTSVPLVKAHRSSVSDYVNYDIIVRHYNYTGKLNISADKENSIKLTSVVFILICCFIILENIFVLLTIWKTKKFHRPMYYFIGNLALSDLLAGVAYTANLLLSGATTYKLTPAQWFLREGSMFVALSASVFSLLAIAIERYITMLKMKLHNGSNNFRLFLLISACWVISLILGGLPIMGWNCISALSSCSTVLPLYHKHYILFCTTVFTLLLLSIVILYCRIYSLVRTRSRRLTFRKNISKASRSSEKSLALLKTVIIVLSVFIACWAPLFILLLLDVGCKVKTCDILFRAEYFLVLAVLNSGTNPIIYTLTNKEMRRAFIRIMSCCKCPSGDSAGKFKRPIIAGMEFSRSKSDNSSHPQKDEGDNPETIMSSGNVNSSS
# TNAP act mid DEA: human TNAP enzyme activators, primary screen, biochemical, luminescent, intermediate phosphate acceptor level; Alkaline phosphatase, tissue-nonspecific isozyme (Homo sapiens), P05186; purified TNAP, CDP-star luminescence, 100 mM DEA, 30 min; stronger effect = higher value; scale: 0 levamisole-inhibited, 1 vehicle-only enzyme; 64,000 tested, under 10 active; activation factor at 20 µM;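 active = activation factor of at least 2 at 20 µM, relative to controls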
# Active calls of the source: *; . = not tested or not shown.
molecule	Jurkat tox 60K	HEK293 NFkB inh	S1P3 agonist	S1P1 ag-PAM	M1 agonist	M1 antag	Ec RNAP inh	D1 mod	TNAP act mid DEA
CS(=O)(=O)N(CC(=O)NCC1CCCO1)c1cc(Cl)cc(Cl)c1 (configuration not stated)	-2	13	0.8	-4	-1.1	0.036	-3	-0.67	1
COc1ccc(CCNS(=O)(=O)c2ccc(C(=O)NCc3ccco3)cc2)cc1OC	0	13	-0.3	12	-0.011	-0.17	1	-0.54	0.8
NC(=O)CSc1nnc(Cn2c(=O)sc3ccccc32)n1-c1cccc(Cl)c1	-8	8	-0.6	-8	-0.026	0.71	13	-0.74	1
O=C(NCc1cccnc1)NC1CCCN1S(=O)(=O)c1ccc(Cl)cc1 (configuration not stated)	1	12	-0.6	20	-0.1	-0.29	3	-0.89	0.9
CCOC(=O)c1c(C)[nH]c(C)c1C(=O)COC(=O)C1CCCN1S(=O)(=O)c1ccccc1F (configuration not stated)	-6	11	1.0	12	1.2	-0.056	0	-0.91	0.9
O=C(CN1CCCCCC1)NCCc1ccc(F)cc1	-14	-4	-0.6	-12	-0.0044	-0.71	9	-0.14	1
Cc1ccccc1C(=O)NC1CCN(Cc2nnnn2Cc2ccc(F)cc2)CC1	4	10	0.4	1	-0.37	0.23	2	-0.63	0.9
C=CCn1c(SCc2ccccc2C#N)nnc1-c1ccccc1O	-10	-8	-0.3	-4	-0.097	-1.1	6	-0.12	0.8
Cn1c(CCNC(=O)c2ccc(F)cc2)nc2ccccc21	.	15	.	.	0.078	0	4	.	1
Cc1cc(N(CC(=O)O)S(C)(=O)=O)ccc1Br	-10	9	-1.1	6	-0.16	0	11	-0.46	0.9
CC1(C(=O)NC2CCCCCCC2)CCC(=O)N1Cc1cccnc1 (configuration not stated)	-1	0	1.5	3	-0.12	0.65	8	1.3	1
Cc1c(C#N)c(SCC(N)=O)nc2c1CCCC2	2	15	-0.6	-16	0.28	-2*	1	.	1
COc1ccc(OC)c(-c2nc(C)sc2CC(=O)O)c1	-4	16	-1.0	7	0.0033	0.54	11	0.1	1
CC1CC(C)(C)Nc2ccc(OC(=O)c3ccco3)cc21 (configuration not stated)	9	58*	-1.0	68	0.68	0.033	-4	-0.18	0.9
O=C(NCc1ccc2c(c1)OCO2)C1CCCN(S(=O)(=O)c2cccs2)C1 (configuration not stated)	-2	9	0.2	-2	0.31	0.13	7	-0.014	1
Cc1ccc(S(=O)(=O)N2CCC(C(=O)N[C@H](C(=O)N3CCN(C)CC3)C(C)C)CC2)cc1	1	12	-0.9	-4	0.23	-1.3	-1	-1	0.9
CCOC(=O)c1ccccc1NC(=O)c1cc(S(=O)(=O)N2CCOCC2)ccc1F	1	13	-0.7	4	1.1	0.59	12	0.017	0.9
Cc1ocnc1C(=O)Nc1ccc(Cl)cc1	4	-4	-0.8	-6	-0.65	-0.42	4	-1.9*	0.9
O=C(CSc1ccc2c(c1)OCCO2)NCC1CCCO1 (configuration not stated)	-4	8	1.3	-6	-0.18	0.69	4	0.69	0.9
c1ccc2[nH]c(-c3ccnc4ccccc34)nc2c1	-2	-7	-0.8	-30	2.4*	-0.99	4	-2.1	1

# M1 agonist, entries above that show a hit.
smiles	HEK293 NFkB inh	S1P3 agonist	S1P1 ag-PAM	M1 agonist	M1 antag	Ec RNAP inh	D1 mod	TNAP act mid DEA
c1ccc2[nH]c(-c3ccnc4ccccc34)nc2c1	-7	-0.8	-30	2.4*	-0.99	4	-2.1	1

# Back to the main list, repeating the two entries before the break.
molecule	Jurkat tox 60K	HEK293 NFkB inh	S1P3 agonist	S1P1 ag-PAM	M1 agonist	M1 antag	Ec RNAP inh	D1 mod	TNAP act mid DEA
O=C(CSc1ccc2c(c1)OCCO2)NCC1CCCO1 (configuration not stated)	-4	8	1.3	-6	-0.18	0.69	4	0.69	0.9
c1ccc2[nH]c(-c3ccnc4ccccc34)nc2c1	-2	-7	-0.8	-30	2.4*	-0.99	4	-2.1	1
O=C(NCc1ccc2c(c1)OCO2)c1cccc(S(=O)(=O)N2CCCCC2)c1	14	20	-1.1	.	0.092	0.04	4	-0.085	0.9
O=C(Cn1ccc2ccccc2c1=O)Nc1ccc2c(c1)OCO2	-2	11	-0.5	-42	0.44	0.16	5	1.5	0.8
O=C(CSc1nnc(COc2ccccc2)n1Cc1ccco1)c1ccc(F)cc1	2	20	0.3	10	.	.	4	0.11	0.9
O=C1C2CC=C(Cl)CC2C(=O)N1CNc1ccccn1 (configuration not stated)	.	.	-1.0	20	-1	0.012	11	0.2	0.8
COc1ccc2[nH]c(=O)c(CN(CCc3ccccc3)Cc3nnnn3CC3CCCO3)cc2c1 (configuration not stated)	-3	19	-0.5	0	1.9	-0.46	-5	0.36	0.9
O=C(COc1ccccc1)Nc1nc(-c2cccs2)cs1	5	18	-0.4	17	0.088	-0.067	4	0.54	0.9
Cc1onc(-c2ccccc2Cl)c1C(=O)Nc1c(C)n(C)n(-c2ccccc2)c1=O	2	12	-1.8	-12	-0.012	1.1	-10	0.29	1
OC(Cn1cncn1)c1ccc(Cl)cc1 (configuration not stated)	.	-2	.	.	.	.	1	0.28	0.9
COc1ccc(-c2cc(C(=O)O)c3ccccc3n2)c(OC)c1	-2	-5	-0.8	-18	1.2	1.5	8	0.035	1
CCN(CC)c1ccc(CN(C(=O)c2cc(OC)c(OC)c(OC)c2)C2CCS(=O)(=O)C2)cc1 (configuration not stated)	8	-4	-0.2	26	-0.99	0.28	-5	0.22	0.9
Cc1ccc(Cn2c(N3CCCCCC3)nc3c2c(=O)[nH]c(=O)n3C)cc1	-3	-5	-0.7	-7	-0.45	-0.14	6	3.1*	0.9
Cc1nnc2n(Cc3ccccc3)c(=O)c3c4c(sc3n12)COC(C(C)C)C4 (configuration not stated)	.	.	-4.0	5	-0.18	-0.024	9	0.79	0.9
COc1ccc(N2CCN(C(=O)CSc3nnc4ncccn34)CC2)cc1	.	6	.	.	0.3	0.0007	2	-0.052	1
COc1ccccc1Nc1nc(C2(C)CCC(=O)O2)cs1 (configuration not stated)	-4	-4	0.1	-6	0.65	-1.6	7	-0.4	0.9
O=c1/c(=C/c2ccccn2)sc2nc3ccccc3n12	-2	-42	1.2	-20	0.25	-0.49	4	-3.8*	0.9
N#CC1=C(N)SC(N)=C(C#N)C1c1cccc(Oc2ccccc2)c1	6	10	-1.5	7	2	-0.15	1	-1.4	0.8
COc1ccc(-c2noc(COc3ccccc3OC)n2)cc1OC	2	-3	-1.5	35	0.12	-0.25	2	11*	1
O=C(CSc1nnc(CNc2ccccc2)o1)N1CCc2ccccc21	4	16	-0.2	8	0.36	-0.36	10	0.13	1
O=C(Nc1nc2ccccc2n1Cc1ccc(Cl)cc1)c1ccco1	2	22	-0.7	-18	-0.021	0.55	4	-0.76	0.9
C=CCn1c(=O)c(C(=O)Nc2ccccc2O)c(O)c2ccccc21	-1	8	-1.1	-21	0.66	0.48	-1	-0.03	0.9

# Profiles from above. Values in the order: Jurkat tox 60K	HEK293 NFkB inh	S1P3 agonist	S1P1 ag-PAM	M1 agonist	M1 antag	Ec RNAP inh	D1 mod	TNAP act mid DEA
# COc1ccc(-c2cc(C(=O)O)c3ccccc3n2)c(OC)c1 as listed: -2	-5	-0.8	-18	1.2	1.5	8	0.035	1
# COc1ccccc1Nc1nc(C2(C)CCC(=O)O2)cs1 (configuration not stated) as listed: -4	-4	0.1	-6	0.65	-1.6	7	-0.4	0.9
# O=C(Cn1ccc2ccccc2c1=O)Nc1ccc2c(c1)OCO2 as listed: -2	11	-0.5	-42	0.44	0.16	5	1.5	0.8
# CCN(CC)c1ccc(CN(C(=O)c2cc(OC)c(OC)c(OC)c2)C2CCS(=O)(=O)C2)cc1 (configuration not stated) as listed: 8	-4	-0.2	26	-0.99	0.28	-5	0.22	0.9

# (more compounds)
molecule	Jurkat tox 60K	HEK293 NFkB inh	S1P3 agonist	S1P1 ag-PAM	M1 agonist	M1 antag	Ec RNAP inh	D1 mod	TNAP act mid DEA
COc1ccc(N2CCN(S(=O)(=O)c3cccc(C(F)(F)F)c3)CC2)cc1	1	6	-0.6	13	0.32	-0.22	4	1.4	0.8
Cc1nc2ncnn2c(N2CCN(C(c3ccccc3)c3ccccc3)CC2)c1C	2	9	-0.1	-9	2.6	-0.12	10	1.2	0.9
N#Cc1ccc(CSc2nnc(NC(=O)C3CCCO3)s2)cc1 (configuration not stated)	6	11	-0.5	33	0.073	0.25	2	0.032	0.9
CCc1cc(-c2n[nH]c(C)c2-c2nc3ccccc3n2C)c(O)c(CN2CCN(C)CC2)c1O	-2	11	-0.8	-19	1.4	-0.53	6	0.61	1.1
CSc1cccc(NC(=O)CN(C2CCCCC2)S(C)(=O)=O)c1	4	11	-1.8	11	0.12	-0.93	11	-1.5	1
CCOC(=O)CN1C(=O)C(O)(CC(=O)c2ccccn2)c2ccccc21 (configuration not stated)	3	5	-0.6	-6	-1.2	-0.41	2	-0.34	0.9
COc1cc2c(cc1OC)C1=C(C#N)COCN1CC2	-1	21	0.0	-52	-0.4	0.31	2	15*	1
CCOC(=O)CC(=O)Nc1nnc(C(C)C)s1	7	18	-1.4	8	-0.022	-0.43	8	-0.21	1
Cc1[nH]nc2c1C(c1ccc(-c3ccccc3C#N)o1)C(C#N)=C(N)O2 (configuration not stated)	-6	-14	-0.7	-7	-0.36	1.3	8	1.1	0.9
CCOc1ccc(S(=O)(=O)Nc2ccccc2C(=O)NCc2ccco2)cc1	-4	1	2.1	9	-1.4	0.2	7	-0.36	0.9
COC(=O)c1cccc(S(=O)(=O)N2CCC(NC(=O)NC34CC5CC(CC(C5)C3)C4)CC2)c1	-8	12	4.5	7	3.8*	-1.7	10	4.6*	0.9
O=c1c2c([nH]c3ccccc13)C(=C1CCCC1)CC2	2	11	-0.1	-55	0.77	-0.14	13	0.019	0.9
C1CCN=C(Nc2nc3c(s2)CCCC3)CC1	.	-11	.	.	0.86	-6.4*	7	-1.1	0.9
Cn1c(Cn2c(=O)sc3ccccc32)nnc1SCc1ccccc1F	10	0	0.3	0	-0.064	-2.1	1	0.051	1
CNC(=O)c1cc(C)c(-c2ccccc2)s1	1	8	-0.4	13	-0.14	0.086	1	-2.1	0.9
